High-throughput results as filed in PubChem BioAssay.
D3 antag – qHTS of D3 Dopamine Receptor Antagonist: qHTS | D(3) dopamine receptor (Homo sapiens), P35462 | D3R cells, DiscoveRx beta-arrestin luminescence, antagonist mode; active compounds read low | max response, negative = inhibition, % | 360,000 tested, 2.5% active; in the data active = max response below about -50%; inconclusive = no clear call, values can overlap the other calls; also: % is scaled to controls: 0 for no effect and ±100 for the full control effect; mostly tested at two doses, the higher about 12 µM
Target sequence (P35462 whole entry, looked up): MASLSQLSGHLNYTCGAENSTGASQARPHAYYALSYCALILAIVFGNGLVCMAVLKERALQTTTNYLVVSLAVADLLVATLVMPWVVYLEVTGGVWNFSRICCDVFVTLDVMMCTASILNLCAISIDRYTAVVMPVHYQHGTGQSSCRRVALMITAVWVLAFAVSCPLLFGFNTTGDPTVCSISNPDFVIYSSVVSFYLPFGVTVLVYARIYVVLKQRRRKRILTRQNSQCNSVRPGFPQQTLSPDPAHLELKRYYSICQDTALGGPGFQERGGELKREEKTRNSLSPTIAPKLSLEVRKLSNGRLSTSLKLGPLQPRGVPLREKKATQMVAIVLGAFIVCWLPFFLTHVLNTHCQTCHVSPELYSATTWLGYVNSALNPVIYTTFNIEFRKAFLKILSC
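Cells expressing the human receptor were seeded at 1500 cells/well, incubated overnight at 37 degrees C in 5% CO2, then exposed to library compounds with dopamine controls for 90 minutes at 37 degrees C before luminescent detection.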
D3 ag – qHTS of D3 Dopamine Receptor Agonist: qHTS | D(3) dopamine receptor (Homo sapiens), P35462 | D3R DiscoveRx beta-arrestin cells, luminescence, 90 min | max activation, % | 410,000 tested, 0.58% active; in the data active = max activation above about 30%; also: 0% is about no effect; mostly tested at two doses, the higher about 12 µM
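Cells at 1500/well, incubated overnight, then treated with pinned compounds (dopamine as control) for 90 min at 37 degrees C. DiscoveRx reagent added for 30 - 60 minutes at room temperature; luminescence read.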
EPAC2 antag – qHTS for Antagonist of cAMP-regulated guanine nucleotide exchange factor 2 (EPAC2): primary screen | Potency, µM (doses to about 114 µM), for inactives: top-dose activity, negative = inhibition, most hits filed as inhibitors | EPAC2 GEF exchange of Rap1B-BODIPY-GDP, fluorescence | Rap guanine nucleotide exchange factor 4 (Homo sapiens), Q8WZA2 | 360,000 tested, 0.18% active | AID 720708, 2013; also: potency is read from the fitted curve at half-maximal effect; % is scaled to controls: 0 for no effect and ±100 for the full control effect; nearly all actives have a fitted effect of over 45% in size; many of its hits are not listed in these tables
EPAC2 agonist – qHTS for Agonist of cAMP-regulated guanine nucleotide exchange factor 4 (EPAC2): primary screen; Rap guanine nucleotide exchange factor 4 (Homo sapiens), Q8WZA2; EPAC2 activation, biochemical qHTS; response scale: 100% = 6.5 mM cAMP response; Potency, µM (series often up to 154 µM), without a hit: at the highest dose activation, usual class: activators; 360,000 tested, 0.079% active; also: potency is read from the fitted curve at half-maximal effect; nearly all actives have a fitted effect of over 50% in size
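Setup: EPAC2 100 nM, labeled Rap1B complex 250 nM, free GDP 50 uM. Compound titrations pinned in, brief spin, 5 min room temperature incubation. Kinetic fluorescence read over 30 min, normalized to 6.5 mM cAMP.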
PTHR1 agonist – qHTS for PTHR1 Agonists: Primary Screen; HEK293 GP2 PTHR1 cells, GloSensor cAMP luminescence, 1 h; Potency, µM (highest dose often 115 µM), inactives show top-dose activation, most hits filed as activators; 410,000 tested, 0.075% active; AID 743266, 2014; also: potency is read from the fitted curve at half-maximal effect; nearly all actives have a fitted effect of over 55% in size; some results filed as inactive show a strong effect at the top dose; inactives centre near -15; many of its hits are not listed in these tables
Target sequence (Q03431 whole entry, looked up): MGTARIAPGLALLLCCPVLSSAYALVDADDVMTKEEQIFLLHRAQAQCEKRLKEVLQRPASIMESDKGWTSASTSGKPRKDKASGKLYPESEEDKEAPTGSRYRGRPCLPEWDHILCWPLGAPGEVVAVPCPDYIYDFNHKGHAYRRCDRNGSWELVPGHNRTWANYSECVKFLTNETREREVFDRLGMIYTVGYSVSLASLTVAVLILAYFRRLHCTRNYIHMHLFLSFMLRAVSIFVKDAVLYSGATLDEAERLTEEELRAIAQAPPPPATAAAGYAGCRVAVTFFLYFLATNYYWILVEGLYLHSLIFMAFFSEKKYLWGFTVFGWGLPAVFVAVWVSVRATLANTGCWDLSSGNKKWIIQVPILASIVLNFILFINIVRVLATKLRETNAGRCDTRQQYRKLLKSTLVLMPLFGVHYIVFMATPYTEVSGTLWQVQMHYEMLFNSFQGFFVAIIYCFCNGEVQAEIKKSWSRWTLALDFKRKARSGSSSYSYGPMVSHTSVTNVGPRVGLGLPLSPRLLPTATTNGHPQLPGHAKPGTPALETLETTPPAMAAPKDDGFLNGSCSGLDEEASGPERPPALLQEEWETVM
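HEK-293-derived GP2 cells expressing PTHR1 and a GloSensor cAMP reporter, 3,000/well, plated overnight, given luciferin plus IBMX (each 0.5 mM as added) for 1 h at 37 °C, then compound for 1 h at 37 °C. Luminescence was read after 15 min at room temperature.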
Mm-Cpn inhibitor – Inhibitors of TCP-1 ring complex (TRiC) of Methanococcus maripaludis (MmCpn): qHTS. Chaperonin Mm-Cpn (Methanococcus maripaludis). 330,000 tested, 0.031% active. Potency, µM (series often up to 76.9 µM), inactives show at the top dose activity, negative = inhibition, usual class: inhibitors. purified Mm-Cpn ATPase, ADP Transcreener TR-FRET; also: potency is read from the fitted curve at half-maximal effect; % is scaled to controls: 0 for no effect and ±100 for the full control effect; nearly all actives have a fitted effect of over 80% in size
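Reaction buffer contained 30 mM Tris pH 7.4, 100 mM KCl, 5 mM MgCl2 and 1 mM DTT. Mm-CPN (25 nM final) hydrolysed 10 uM ATP over 30 min at 37°C; ADP was read by HTRF.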
CCT modulator – High-Throughput Screening for Modulators of Cytosolic Chaperonin Activity | AID 651819, 2012 | 360,000 tested, 0.3% active | purified chaperonin ATPase assay, HTRF ADP detection, 30 min | activity change, % (concentration not given with the values), hits read low; in the data active = activity change below about -30%; also: % is scaled to controls: 0 for no effect and ±100 for the full control effect
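TRiC (40 or 20 nM final, by batch activity) in 30 mM Tris pH 7.4, 100 mM KCl, 5 mM MgCl2, 1 mM DTT was treated with compound at 76 uM single dose, then 10 uM ATP, 30 min at 37 °C. ADP was read by HTRF Transcreener.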
pAkt inh – HTS Assay for Inhibitors of Akt Phophorylation: Primary Screen. Neuro2A IGF-stimulated pAkt S473 HTRF, 20 min; active compounds read low. activity change, % for hits at 50 µM. 360,000 tested, 0.32% active; in the data active = activity change below about -80%; inconclusive = mostly about -51% to -80%; also: % is scaled to controls: 0 for no effect and ±100 for the full control effect
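Single-point screen (50 µM final compound) in Neuro2A cells stimulated 20 min with 6 nM IGF at 37 deg C. After lysis, Ser473-phosphorylated Akt read by HTRF (ex 330 nm, em 615/665 nm) as the 665/615 ratio.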
Starred values were filed as active, the others as inactive; i = inactive; u = inconclusive; x = not tested or not shown; [ ] = another dose, or the depositor's remark. Unless noted, calls follow the shape of the dose curve; as a rule, active = well fitted curve in the direction sought with a large enough effect; inconclusive = small, poorly fitted or top-dose-only effect, or another doubt; inactive = no such curve, though single readings can be large; an effect the other way counts as inactive or inconclusive. This is a subset; count on the stated rates, not on these rows.

SMILES	D3 antag	D3 ag	EPAC2 antag	EPAC2 agonist	PTHR1 agonist	Mm-Cpn inhibitor	CCT modulator	pAkt inh
O=C(Nc1cccc2ncccc12)C(Cl)(Cl)Cl	-2	19	1%	-5%	-4%[57.5 µM]	0%	-18	i
CCOC1=C2[C@@H](CN(S(=O)(=O)c3ccc(C)cc3)[C@H]2c2ccccc2Cl)[C@H]2C(=O)N(C(C)(C)C)C(=O)[C@H]2C1	12	-2	-15%	-3%	-20%	x	-3.1	i
CCOC(=O)N1CCN(C(=O)CN(c2cccc(C)c2)S(=O)(=O)c2ccccc2)CC1	25	-1	7%	5%	-3%[57.5 µM]	1%	0.3	i
O=C(CSc1nnc(-c2c[nH]c3ccccc23)n1C1CC1)NC1CCS(=O)(=O)C1 (stereo not given)	-9	-3	-4%	-1%	-22%	x	2.1	i
CS(=O)(=O)N(Cc1cc2ccccc2[nH]c1=O)C1CCCCC1	-16	-1	-2%	8%	-10%	-1%	-1.5	i
COC(=O)C1=C(C)N(Cc2ccc(C)cc2)C(=O)/C1=C\c1ccc(O)c(OC)c1	-22	2	-14%	0%	-26%	-3%	-2.4	i
CCOC(=O)C1C(=O)C=C(c2ccc(NS(C)(=O)=O)cc2)CC1c1ccco1 (stereo not given)	14	-3	1%	12%	-1%[57.5 µM]	-3%	0.6	i
Fc1cc2nc(-c3ccncc3)[nH]c2cc1F	3	3	-3%	1%	i	1%	-1.1	i
COc1ccc(/C=N\N=C2/SC(CC(=O)O)C(=O)N2c2ccc(O)cc2)cc1OC (stereo not given)	-1	2	13%	-9%	i	-2%	1.7	i
COC(=O)C1=C(CS(=O)(=O)c2cc(Cl)ccc2OC)NC(=O)NC1c1ccc(O)c(OC)c1 (stereo not given)	0	2	1%	10%	i	-3%	1.1	i
COc1ccc(NC(=S)Nc2ccc(S(N)(=O)=O)cc2)c(OC)c1	-4	3	4%	6%	-8%	0%	-2.3	i
O=C1C(=O)N(CC(=O)N2CCCC2)c2ccccc21	1	5	-2%	8%	i	-2%	-0.3	i

Single entries from the entries so far:
CCOC(=O)C1C(=O)C=C(c2ccc(NS(C)(=O)=O)cc2)CC1c1ccco1 (stereo not given) in Mm-Cpn inhibitor reads -3%
Fc1cc2nc(-c3ccncc3)[nH]c2cc1F in Mm-Cpn inhibitor reads 1%
COc1ccc(NC(=S)Nc2ccc(S(N)(=O)=O)cc2)c(OC)c1 in CCT modulator reads -2.3
O=C1C(=O)N(CC(=O)N2CCCC2)c2ccccc21 in D3 antag reads 1

The listing picks up; the 4 compounds before the break are reprinted first.
SMILES	D3 antag	D3 ag	EPAC2 antag	EPAC2 agonist	PTHR1 agonist	Mm-Cpn inhibitor	CCT modulator	pAkt inh
COc1ccc(/C=N\N=C2/SC(CC(=O)O)C(=O)N2c2ccc(O)cc2)cc1OC (stereo not given)	-1	2	13%	-9%	i	-2%	1.7	i
COC(=O)C1=C(CS(=O)(=O)c2cc(Cl)ccc2OC)NC(=O)NC1c1ccc(O)c(OC)c1 (stereo not given)	0	2	1%	10%	i	-3%	1.1	i
COc1ccc(NC(=S)Nc2ccc(S(N)(=O)=O)cc2)c(OC)c1	-4	3	4%	6%	-8%	0%	-2.3	i
O=C1C(=O)N(CC(=O)N2CCCC2)c2ccccc21	1	5	-2%	8%	i	-2%	-0.3	i
CN1C(=O)CC(N2CCN(c3ccccc3)CC2)C1=O (stereo not given)	13	1	2%	-3%	i	x	-3.0	i
O=C(O)c1ccc(CN2C[C@@H](CO)O[C@@H](n3cnc4c(NCc5ccc(F)cc5)ncnc43)C2)cc1	11	9	13%	1%	i	x	-0.2	i
Cc1c(Cl)cnc(NC(=O)COC(=O)c2cccc(S(=O)(=O)N3c4ccccc4CC3C)c2)c1Cl (stereo not given)	4	3	-11%	-4%	i	-8%	-0.9	i
Cc1sc2ncn(CC(=O)NC3CCCCC3)c(=O)c2c1C	-19	-1	0%	11%	12%	0%	1.3	i
CC(Cc1cccs1)NC(=S)Nc1ccccc1 (stereo not given)	-10	-8	-3%	3%	i	2%	-5.5	i
CC1(C)CC(=O)C2=C(C1)NC(SCC(=O)Nc1ccccc1)=C(C#N)C2c1ccco1 (stereo not given)	18	3	-8%	6%	i	0%	-0.4	i
COc1ccc(CCNC(=O)CNS(=O)(=O)c2ccc(Br)s2)cc1OC	13	-5	-2%	9%	i	0%	0.6	i
N#CCCN(C(=O)COC(=O)CCc1ccccc1)c1ccccc1	6	7	1%	4%	i	1%	-0.3	i
COc1ccccc1C(=O)N(Cc1ccco1)C1CCS(=O)(=O)C1 (stereo not given)	9	6	11%	8%	-12%[57.5 µM]	0%	-0.9	i
CCOC(=O)CC(=O)NC(C)(C)CCCCC(C)(C)NC(=O)CC(=O)OCC	-16	4	0%	1%	-14%	-2%	1.3	i
COc1ccc(NC(=O)/C=C/c2ccc(OC)c(OC)c2)cn1	13	0	-5%	1%	-7%	4%	-5.1	i
Cc1ccc(C(NC(=O)N2CCOCC2)=C(Cl)Cl)cc1F	-19	-17	6%	6%	-12%[57.5 µM]	1%	-0.2	i

2 successive records out of the list so far, for reference:
SMILES	D3 antag	D3 ag	EPAC2 antag	EPAC2 agonist	PTHR1 agonist	Mm-Cpn inhibitor	CCT modulator	pAkt inh
O=C(Nc1cccc2ncccc12)C(Cl)(Cl)Cl	-2	19	1%	-5%	-4%[57.5 µM]	0%	-18	i
CCOC1=C2[C@@H](CN(S(=O)(=O)c3ccc(C)cc3)[C@H]2c2ccccc2Cl)[C@H]2C(=O)N(C(C)(C)C)C(=O)[C@H]2C1	12	-2	-15%	-3%	-20%	x	-3.1	i

The listing picks up, starting two compounds before the break.
SMILES	D3 antag	D3 ag	EPAC2 antag	EPAC2 agonist	PTHR1 agonist	Mm-Cpn inhibitor	CCT modulator	pAkt inh
COc1ccc(NC(=O)/C=C/c2ccc(OC)c(OC)c2)cn1	13	0	-5%	1%	-7%	4%	-5.1	i
Cc1ccc(C(NC(=O)N2CCOCC2)=C(Cl)Cl)cc1F	-19	-17	6%	6%	-12%[57.5 µM]	1%	-0.2	i
COc1ccccc1NS(=O)(=O)c1cccc(NC(=O)Nc2ccccc2)c1	8	3	-9%	3%	-24%	-2%	0.8	i
CC1=C(C(=O)OC(C)C)C(c2cccs2)N2C(=O)C(C)SC2=N1 (stereo not given)	-4	-3	-12%	5%	-24%	0%	-0.4	i
CC1(C)CC2CC(C)(CN2C(=O)c2ccccc2)C1 (stereo not given)	1	-1	-1%	-9%	-3%	-5%	-2.0	i
COc1cccc(N2CCN(C(=O)c3ccc(CS(=O)Cc4ccc(Cl)cc4)o3)CC2)c1 (stereo not given)	19	1	-4%	6%	-38%[inhibitor]	3%	0.6	i
O=C(COc1ccc(S(=O)(=O)N2CCCC2)cc1)Nc1ccc2c(c1)OCCO2	-3	3	-7%	4%	i	0%	2.0	i
Cc1ccc(NC(=O)c2cccc(S(=O)(=O)N3CCc4ccccc4C3)c2)nc1	15	-1	5%	13%	-40%[inhibitor]	2%	-3.4	i
CSc1ccc(S(=O)(=O)NC2CC2)cc1	2	-9	-12%	3%	i	0%	0.8	i
O=C(c1cccs1)N(Cc1ccc(F)cc1)C1CCS(=O)(=O)C1 (stereo not given)	19	-17	-6%	-5%	5%	u	0.9	i
COc1ccc(-n2nc(C(=O)NCC(=O)Nc3ccc(F)cc3)c3ccccc3c2=O)cc1	13	1	0%	4%	-12%	-4%	-3.0	i
COc1ccc(OC)c(-c2cc(C(=O)N3CCN(c4ccccc4)CC3)no2)c1	3	1	1%	4%	-13%	0%	-1.2	i
O=C(CSc1nnc(-c2ccc(F)cc2)n1-c1ccccc1)NCCN1C(=O)CSC1=O	7	2	6%	-5%	i	0%	2.0	i
CSCCC(NC(=O)CCNC(=O)c1ccccc1Cl)c1nc2ccccc2[nH]1 (stereo not given)	38	-4	-1%	3%	-23%	3%	-0.8	i
Cc1ccc(F)c(S(=O)(=O)NC(=O)C2(C)CCN2C(=O)Cc2cc(F)ccc2F)c1 (stereo not given)	4	9	12%	-2%	i	x	-0.6	i
Cc1ccc(NS(=O)(=O)c2cc(C(=O)NCc3ccccn3)ccc2Cl)cc1	-12	0	-3%	1%	-19%[57.5 µM]	0%	-0.2	i
O=C(C1CCN(S(=O)(=O)c2ccccc2)CC1)N1CCN(c2ccccc2F)CC1	0	2	-10%	8%	i	1%	3.6	i
CC(=O)Nc1ccc(OCC(O)CN2CCN(S(=O)(=O)c3ccc(NC(C)=O)cc3)CC2)cc1 (stereo not given)	0	-17	21%	-5%	i	1%	0.1	i
CSc1ccc(CN2CCC(C)(Oc3ccccc3F)C2)cc1 (stereo not given)	-57*	-11	10%	8%	i	x	-0.3	i
c1ccc(CSc2ncnc3c2ncn3C2CCCCO2)cc1 (stereo not given)	3	-8	3%	7%	-27%	x	-1.6	i
Cc1ccc(Nc2nnc(SCC(=O)Nc3ccccc3[N+](=O)[O-])s2)cc1	-12	0	0%	5%	-91%[inhibitor]	3%	-3.1	i
CC(OC(=O)c1cccnc1SCc1cc(=O)n2ccccc2n1)c1ccccn1 (stereo not given)	49	10	1%	12%	-40%[inhibitor]	-7%	-1.8	i
CCNC(=O)C(=O)Nc1ccc(OC)c(Cl)c1	6	2	4%	8%	-24%	0%	0.8	i
CNC(=S)N(CCc1c(C)[nH]c2ccc(C)cc12)Cc1cc(OC)c(OC)c(OC)c1	-7	-2	-7%	1%	-16%	0%	1.6	i
COc1ccc(OC)c(/C=N/n2c(-c3n[nH]c4c3CCC4)n[nH]c2=S)c1	-2	-2	-1%	-5%	i	0%	0.5	i
O=C(NCCO)/C(=C\c1ccc(Br)cc1)NC(=O)c1cccs1	u	7	1%	1%	-2%	1%	-1.1	i
